M5 ag = human M5 muscarinic receptor agonists, primary screen, CHO-K1 cells, Fluo-8 calcium fluorescence. Muscarinic acetylcholine receptor M5 (Homo sapiens), P08912. CHO-K1 hM5 cells; 0% DMSO wells, 100% maximal acetylcholine response. activation, % at 3 µM. 360,000 compounds, 0.19% hits;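 active = activation above the run's mean over test compounds plus 3 SD, cut at about 23% in these data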;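 note: signal is peak over basal fluorescence ratio across the kinetic read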
M4 antag = human M4 muscarinic receptor antagonists, primary screen, CHO cells, Fluo-8 calcium fluorescence; Muscarinic acetylcholine receptor M4 (Homo sapiens), P08173; CHO-hM4 cells, ACh EC80; inhibition, % at 3 µM; 360,000 compounds, 0.73% hits;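 active = inhibition above its plate's cutoff, the mean inhibition of sample wells plus 3 SD, cut at about 27% in these data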;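 note: 0% = acetylcholine EC80 with DMSO and 100% = DMSO without agonist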
Target sequence (P08173 whole entry, looked up): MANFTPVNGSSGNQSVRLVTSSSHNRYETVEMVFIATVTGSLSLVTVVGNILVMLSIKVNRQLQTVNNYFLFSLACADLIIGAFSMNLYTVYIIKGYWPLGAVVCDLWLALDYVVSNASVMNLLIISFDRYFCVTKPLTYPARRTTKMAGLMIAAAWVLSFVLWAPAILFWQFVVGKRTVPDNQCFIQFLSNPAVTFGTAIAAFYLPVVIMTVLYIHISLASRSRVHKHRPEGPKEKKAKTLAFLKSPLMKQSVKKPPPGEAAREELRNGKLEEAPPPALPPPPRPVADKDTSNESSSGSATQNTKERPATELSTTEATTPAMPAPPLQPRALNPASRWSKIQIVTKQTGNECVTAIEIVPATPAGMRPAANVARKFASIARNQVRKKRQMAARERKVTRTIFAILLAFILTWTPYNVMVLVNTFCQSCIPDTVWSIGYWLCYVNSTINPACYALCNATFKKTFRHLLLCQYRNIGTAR
M4 ag = human M4 muscarinic receptor agonists, primary screen, CHO-K1 cells, Fluo-8 calcium fluorescence. Muscarinic acetylcholine receptor M4 (Homo sapiens), P08173. CHO-K1 hM4/Gqi5; vehicle 0%, full acetylcholine response 100%. AID 624127, 2012. activation, % at 3 µM. 360,000 compounds, 0.14% hits;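 active = activation above the run mean over all test wells plus 3 SD, cut at about 32% in these data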;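 note: peak over basal fluorescence ratio per well then scaled between controls; 0% = DMSO wells and 100% = acetylcholine at EC100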
CRFR2-BP ag = agonists of CRF-BP/CRF-R2 complex, primary screen, cell-based, HEK293, calcium dye fluorescence, uHTS; activation, % at 13.2 µM; CRF-binding protein / CRF receptor 2 complex (human); AID 588473, 2011; 350,000 compounds, 0.46% hits; calcium dye fluorescence (FLIPR); percent of saturating CRF peptide response;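 active = activation of at least 50%, plus an integration ratio under a set limit after plate pattern correction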;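 note: plate controls were neutral control wells without compound for no effect and CRF at EC100 for full effect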
M5 PAM = human M5 muscarinic receptor positive allosteric modulators, primary screen, CHO-K1 cells, Fluo-8 calcium fluorescence; Muscarinic acetylcholine receptor M5 (Homo sapiens), P08912; CHO-K1 hM5, ACh EC20 PAM; 0% = ACh EC20, 100% = ACh EC100; activation, % at 3 µM; 360,000 compounds, 0.3% hits; AID 624038, 2012;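 active = activation above the run cutoff, the mean activation of all test compounds plus 3 SD, cut at about 18% in these data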
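Assay system: CHO-K1 hM5 cells. Also added: acetylcholine at EC20 concentration, added after compound. Dosing: 3 µM, single dose. Times: compound preincubation 140 s before EC20 acetylcholine addition. Signal: Fluo-8 calcium fluorescence. Measure: % activation relative to EC20 and EC100 ACh responses. Repeats: singlicate, one well per test compound.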
CHRM5 antagonist = human M5 muscarinic receptor antagonists, primary screen, CHO cells, Fluo-8 calcium fluorescence; Muscarinic acetylcholine receptor M5 (Homo sapiens), P08912; CHO-hM5 cells, ACh EC80; inhibition, % at 3 µM; 360,000 compounds, 0.59% hits;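 active = inhibition above a per-plate cutoff, the mean of that plate's test compounds plus 3 SD, cut at about 27% in these data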;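 note: 0% = acetylcholine EC80 with DMSO and 100% = DMSO without agonist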
M4 PAM = human M4 muscarinic receptor positive allosteric modulators, primary screen, CHO-K1 cells, Fluo-8 calcium fluorescence | Muscarinic acetylcholine receptor M4 (Homo sapiens), P08173 | CHO-K1 hM4/Gqi5, ACh EC20; 0% = ACh EC20, 100% = maximal ACh | activation, % at 3 µM | 360,000 compounds, 0.4% hits;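 active = activation above its plate's cutoff, the mean activation of sample wells plus 3 SD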; note: some results filed as inactive read as strong as hits
CRFR2-BP antag = antagonists of CRF-BP/CRF-R2 complex, primary screen, cell-based, HEK293, calcium dye fluorescence, uHTS. CRF-induced calcium fluorescence. inhibition, % at 11.8 µM. 350,000 compounds, 0.59% hits;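 active = inhibition of the ligand-induced calcium signal above about 50% at the single tested concentration, limit read from the data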
M1 PAM = human M1 muscarinic receptor positive allosteric modulators, primary screen, CHO-K1 cells, Fluo-8 calcium fluorescence, 1536-well; Muscarinic acetylcholine receptor M1 (Homo sapiens), P11229; AID 588819, 2011; activation, % at 3 µM; CHO-K1 hM1, ACh EC20; 0% = ACh EC20, 100% = maximal ACh; 360,000 compounds, 0.088% hits; in the data active = activation above about 19%, passing the limit was not always enough
Target sequence (P11229 whole entry, looked up): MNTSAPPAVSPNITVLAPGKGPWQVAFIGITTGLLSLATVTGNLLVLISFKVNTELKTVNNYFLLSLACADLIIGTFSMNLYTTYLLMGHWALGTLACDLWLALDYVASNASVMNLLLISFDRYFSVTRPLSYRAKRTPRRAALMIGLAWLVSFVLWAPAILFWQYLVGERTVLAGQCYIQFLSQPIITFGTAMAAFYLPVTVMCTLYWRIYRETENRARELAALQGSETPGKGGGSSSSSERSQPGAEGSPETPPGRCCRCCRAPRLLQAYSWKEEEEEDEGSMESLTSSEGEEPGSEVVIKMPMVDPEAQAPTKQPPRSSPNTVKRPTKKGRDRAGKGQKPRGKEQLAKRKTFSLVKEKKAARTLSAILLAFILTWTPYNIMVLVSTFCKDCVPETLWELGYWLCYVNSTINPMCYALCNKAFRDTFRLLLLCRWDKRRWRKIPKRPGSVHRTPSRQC
Active calls of the source: *; / = no result given; & = joins results of further samples.

SMILES	M5 ag	M4 antag	M4 ag	CRFR2-BP ag	M5 PAM	CHRM5 antagonist	M4 PAM	CRFR2-BP antag	M1 PAM
COc1cc(OC)cc(C(=O)NNC(=S)Nc2ccccc2OC)c1	0	-4	1	-0.8	-5	3	7	4	16
COC(=O)c1ccc(CN2C(=O)c3ccccc3S2(=O)=O)cc1	-1	3	2	0.9	-3	-5	3	-4	8
Cc1cc(C)cc(C(=O)Nc2ccc(N3CCCC3)cc2)c1	-5	6	0	0.7	7	2	1	-4	-14
CN1CCN(C(=O)c2ccc3c(c2)N(C)C(=O)/C(=C/c2cccc(Cl)c2)S3)CC1	0	3	6	1.9	-3	1	-2	-17	1
COc1ccc(NC(=O)C2CCCN2S(=O)(=O)c2cccs2)c([N+](=O)[O-])c1 (stereo not drawn)	1	3	5	0.5	4	-3	3	-20	0
CC(C)(C)c1ccccc1OCCOCCSc1ncccn1	-9	-10	-2	-0.2	-7	-11	6	5	7
COC(=O)[C@H](CC(C)C)NC(=O)NCCC1=CCCCC1	-5	-3	6	2.5	-19	18	-17	-5	2
CC(=O)N1CCc2ccccc2C1CC(=O)O (stereo not drawn)	2	9	0	2.9	-1	11	-8	6	-8
COCCNC(=O)Cn1nc(C)c([N+](=O)[O-])c1C	2	0	2	0.7	7	6	1	-3	13
CC(OC(=O)CCC(=O)c1ccccc1)C(=O)Nc1ccc(F)cc1 (stereo not drawn)	-2	-3	2	-1.6	1	1	1	27	5
C=CCOc1ccc(/C=C/C(=O)OCc2csc(CC(=O)Nc3ccccc3C)n2)cc1	4	14	6	2.5	-9	2	2	1	-3
COc1cc2cnc(CCCC#N)cc2cc1OC	-1	-5	1	-0.7	-4	16	1	-9	14
O=C(O)CC(c1ccccc1)c1ccccc1	-2	11	3	-0.7	-9	5	-8	3	6
O=C(Nc1cc(Cl)ccc1F)C1=COCCO1	-4	7	0	-1.0	0	1	-3	15	7
COc1ccccc1-c1ccc([C@@H]2C[C@H]3[C@H](CON3C)CN2C(=O)c2ccco2)cc1	-1	-2	6	-2.1	0	-5	-1	-5	3
O=C(NCC(c1cccnc1)N1CCN(c2ccccc2F)CC1)c1cccc(Cl)c1 (stereo not drawn)	3	15	13	-0.8	-10	7	-13	-5	-6
O=C(NNc1nc(-c2ccc(F)cc2)cs1)c1ccccc1	0	-1	0	0.5	2	8	-3	6	5
COc1ccc2nc3oc(C(=O)N4CCN(c5cccc(Cl)c5)CC4)cc3cc2c1	-1	-11	1	2.8	3	-1	6	21	11
COc1ccc(OC)c(/C=N\NC(=O)c2ccc(=O)n(C)c2)c1	-2	5	0	-2.1	0	2	12	8	6
CCN(CC)S(=O)(=O)c1ccc(N2CCCCC2)c(C(=O)Nc2ccccc2N2CCOCC2)c1	-6	-13	0	-0.2	-11	-6	15	13	0
COc1cc(Nc2ccccn2)cc(C(=O)Nc2cccc(C(F)(F)F)c2)c1	1&-1	2&11	19&14	0.0&-1.7	-14&-27	9&20	-11&-9	3&-9	-9&-14
O=C(COC(=O)C1COc2ccccc2O1)NC(=O)NC1CCCCC1 (stereo not drawn)	0	1	0	1.2	5	-9	0	-19	2
Cc1cccc(C)c1NC(=O)C(c1ccncc1)N1CCN(C)CC1 (stereo not drawn)	2	-6	1	/	-3	7	4	/	/
O=C(CCCOc1ccccc1)Nc1cccc(S(=O)(=O)N2CCCCCC2)c1	-2	-14	22	0.7	-27	17	-9	3	-10

Part of the list above, limited to CHRM5 antagonist and M5 ag.
SMILES	CHRM5 antagonist	M5 ag
O=C(CCCOc1ccccc1)Nc1cccc(S(=O)(=O)N2CCCCCC2)c1	17	-2
COc1cc(Nc2ccccn2)cc(C(=O)Nc2cccc(C(F)(F)F)c2)c1	9&20	1&-1
COc1ccccc1-c1ccc([C@@H]2C[C@H]3[C@H](CON3C)CN2C(=O)c2ccco2)cc1	-5	-1
O=C(O)CC(c1ccccc1)c1ccccc1	5	-2
COc1ccc2nc3oc(C(=O)N4CCN(c5cccc(Cl)c5)CC4)cc3cc2c1	-1	-1

(continued)
SMILES	M5 ag	M4 antag	M4 ag	CRFR2-BP ag	M5 PAM	CHRM5 antagonist	M4 PAM	CRFR2-BP antag	M1 PAM
O=C1c2ccccc2C(=O)N1CCCCSc1nnc2ccccn12	0	-3	2	-1.1	-3	3	-6	-5	4
CCOC(=O)c1ccc(NC(=S)N2CCN(Cc3ccccc3)CC2)cc1	-2	3	2	3.2	-6	6	-1	-23	-3
COc1ccc(S(=O)(=O)NCc2ccc(C(=O)N3CCc4ccccc4C3)cc2)cc1	1	7	4	0.6	-6	-1	-3	9	-1
COCCCN1C(=O)C(CC(=O)NC2CCCCC2)CC(C(=O)N2CCOCC2)=C1C (stereo not drawn)	0	-6	0	-0.4	2	-1	6	9	2
O=C(OCC(=O)N1CCCc2ccccc21)c1ccccc1OC(F)F	-1	-7	10	-0.7	-3	-5	5	-8	-2
COc1cc2c(cc1OC)CN(CC(=O)Nc1ccc(Cl)c(S(=O)(=O)N(C)C)c1)CC2	-2	-4	2	/	5	3	-5	/	1
O=C(CCc1nnc2ccc(NCc3ccco3)nn12)Nc1cc(F)ccc1F	-1	-8	-1	-0.3	0	-11	7	-5	4
Cc1ccc(C)c(N(CC(=O)NC(C)(C)C)C(=O)CCC(=O)Nc2nccs2)c1	2	0	0	3.5	13	-3	-2	1	14
OCCCCNc1cccc2ccccc12	3	8	0	-1.3	-5	4	-2	-11	3
Cc1ccc2nc(NC(=O)c3ccc(Br)o3)sc2c1	5	-10	0	-0.6	4	3	-5	-16	17
CCOC(=O)C1CCCN(S(=O)(=O)c2ccc3c(c2)N(C)C(=O)CC(=O)N3C)C1 (stereo not drawn)	-4	-2	0	-1.3	3	-2	-3	2	2
Cc1cc2nc3c(c(=O)n2[nH]1)CCCC3	-2	-3	0	3.0	0	7	9	4	7

Profiles as entered above:
CCOC(=O)C1CCCN(S(=O)(=O)c2ccc3c(c2)N(C)C(=O)CC(=O)N3C)C1 (stereo not drawn) is entered as M5 ag: -4; M4 antag: -2; M4 ag: 0; CRFR2-BP ag: -1.3; M5 PAM: 3; CHRM5 antagonist: -2; M4 PAM: -3; CRFR2-BP antag: 2; M1 PAM: 2
O=C(OCC(=O)N1CCCc2ccccc21)c1ccccc1OC(F)F is entered as M5 ag: -1; M4 antag: -7; M4 ag: 10; CRFR2-BP ag: -0.7; M5 PAM: -3; CHRM5 antagonist: -5; M4 PAM: 5; CRFR2-BP antag: -8; M1 PAM: -2

Next structures.
SMILES	M5 ag	M4 antag	M4 ag	CRFR2-BP ag	M5 PAM	CHRM5 antagonist	M4 PAM	CRFR2-BP antag	M1 PAM
Cc1cc(C(=O)CN2CCN(CC(=O)Nc3ccc(F)cc3)CC2)c(C)n1C1CC1	-1	-5	1	-2.1	2	13	7	-4	9
O=C(O)c1ccc(-n2cccc2/C=C2/NC(=O)N(c3ccccc3)C2=O)cc1	6	3	0	0.2	3	3	-17	7	1
C[C@@H]1C[C@@H]2O[C@H]2/C=C\C=C\C(=O)Cc2c(Cl)c(O)cc(O)c2C(=O)O1	2	-2	2	-0.3	2	5	-1	-15	-14
COc1ccccc1OCCCOc1cccc(/C=C2\SC(=O)NC2=O)c1	3	-8	11	-1.6	-9	0	-6	46	-3
COc1ccc(S(=O)(=O)NCc2cccnc2)cc1	2	-11	1	0.7	4	2	-3	2	18
Cc1c(Cl)cccc1N(CC(=O)NC(C)c1ccccc1)S(C)(=O)=O (stereo not drawn)	-2	13	1	0.4	-2	13	-7	-7	5
FC(F)(F)c1cccc(Cc2noc(CN3CCCCC3c3ccccn3)n2)c1 (stereo not drawn)	-2	1	2	-1.3	2	3	-6	1	8
Cc1ccc(Nc2nnc(SCc3cc(=O)n4ccsc4n3)s2)c(C)c1	-10	-7	5	-0.4	-16	6	-1	5	0
Cc1cccc(NC(=O)CSc2nnc([C@H](C)NC(=O)OC(C)(C)C)o2)c1C	2	-2	2	-1.0	2	9	-1	0	3
O=c1cc(CO)oc(C(Nc2ccccn2)c2ccccc2Cl)c1O (stereo not drawn)	2	-6	0	3.3	4	2	6	1	4
COc1ccc(/C=N/Nc2nncc3ccccc23)c(OC)c1	-2	-3	2	-2.0	2	-7	5	16	2
COC(=O)C1=C(C)NC(=O)NC1c1ccc(-c2ccc(Cl)cc2)o1 (stereo not drawn)	-4	12	6	2.8	2	-8	-1	-5	12
Cc1ccc(C(=O)Oc2ccc(/C=C3\C(=N)N4N=C(N5CCOCC5)SC4=NC3=O)cc2)cc1	-1	-11	0	2.0	-6	1	-2	-6	-1
Cn1nnnc1SCC(=O)Nc1ccccc1-c1ccccc1	-5	0	1	-0.3	-3	2	7	11	4
CC(C)OC(=O)/C=C1\C[C@@H](c2ccccc2C(F)(F)F)O[C@@H](c2ccccc2C(F)(F)F)O1	0	2	1	/	5	-6	-3	/	/
N/C(=N\N=C\c1ccc(O)c(O)c1)c1nonc1N	4	3	6	-0.9	-12	9	3	8	3
O=C(CSc1ccc2c(c1)OCCO2)NCCc1ccc(Cl)cc1Cl	-3	0	-2	-3.1	2	1	2	-6	6
COC(=O)C(C)N(C(=O)c1ccc(C(=O)c2ccccc2)cc1)c1c(C)cccc1C (stereo not drawn)	-5	4	-3	0.3	1	2	-6	11	1
O=S(=O)(CCc1ccncc1)c1ccc(Cl)cc1	-1	-7	2	0.1	-8	7	5	5	-3
O=C(c1cc2cc(Cl)ccc2[nH]1)N1CCc2ccccc2C1	-2	-4	0	-0.7	-5	4	-6	-28	0
CCN(CC)P(=O)(Nc1ccccc1Br)c1ccc(N(C)C)cc1NC(=O)c1ccco1 (stereo not drawn)	0	4	0	0.2	0	11	-1	10	-4
Cc1ccc(C2=NC3(CCCCCC3)NC2=S)cc1	-2	-5	0	-0.5	0	-2	17	-22	1
Cc1ccc(CNC(=O)CCSCc2cccc(F)c2)cc1	-3	5	1	-1.5	-2	6	-4	21	6
CC(C)(C)OC(=O)NCCCCCc1nnc(SCC(N)=O)o1	-6	-11	1	0.6	9	-7	8	8	7
CC(=O)Nc1ccc2c(c1)Cc1ccc(Cl)cc1-2	-5	-10	2	-2.1	10	8	10	14	22
Cc1nc2ccccc2cc1C(=O)N/N=C/c1ccc([N+](=O)[O-])cc1	-1	0	1	-1.7	-7	1	-2	-15	10
CCCCCN(C(=O)NC(=O)Nc1ccc(C)cc1C)S(C)(=O)=O	-2	-10	3	0.7	12	7	4	1	11
Cc1ccc(-c2nc3c(Cl)cc(Cl)cc3c(=O)n2O)cc1	0	-1	0	66*	0	1	3	19	12
COC(=O)C1CCN(C(=O)COC(=O)c2cccc(NS(=O)(=O)c3ccccc3)c2)CC1	6	-2	7	1.5	-1	4	13	14	5
CO/N=C/c1ccc(Sc2ccccc2)c([N+](=O)[O-])c1	0	5	-2	0.1	-7	2	-6	33	8
Cc1ccc(C)c(NC(=O)c2ccc3c(=O)n4c(nc3c2)CCC4)c1	4	-5	4	-2.0	0	4	3	0	-2
CC(C)CNC(=O)NC(=O)COC(=O)C1CSC2(c3ccc(F)cc3)CCC(=O)N12 (stereo not drawn)	1	-4	2	-0.7	-5	0	1	-8	10
